Screening data (PubChem)
SW480 rerep – A quantitative high throughput screen for small molecules that induce DNA re-replication in SW480 colon adenocarcinoma cells; hit rate 1.8% among 340,000; Potency, µM (titrated, usually from 46.1 µM), without a hit: at the top dose re-replication activation, hits mostly activators; SW480 DNA re-replication, Hoechst DNA content imaging, 48 h; further: % of control where 0% means no effect; nearly all actives have a fitted effect of over 55% in size
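Image-based read-out: total Hoechst fluorescence of nuclei (405 nm excitation, 500-530 nm emission), with hits raising the fraction of high-intensity nuclei. SW480 colon cells incubated 48 hr with compounds at 37 C.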
KB-V1 cytotox – qHTS assay for MDR1-selective chemotherapeutics: Primary screen using the drug-selected MDR subline cells KB-V1 | Potency, µM (highest dose often 46.1 µM), inactives show at the top dose activity change, negative = cytotoxicity, usual class: cytotoxic | KB-V1 MDR cells viability, CellTiter-Glo, 72 h | hit rate 3.4% among 400,000 | AID 1347076, 2019; further: on the % scale 0 is the no-effect control and ±100 the full control effect; nearly all actives have a fitted effect of over 60% in size
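Drug-selected KB-V1 cells, grown in DMEM lacking phenol red with 10% FBS, receive compound titrations; after three days at 37 degrees C, surviving cell ATP is quantified by CellTiter-Glo luminescence and responses normalized and curve-fitted.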
HEK293 tox – qHTS of GLP-1 Receptor Inverse Agonists: Cytotox Screen | HEK293 cAMP-luciferase reporter cells, luminescence, 24 h | Potency, µM (doses to about 38.3 µM), for the others: top-dose activity change, negative = inhibition, usual class: inhibitors | hit rate 0.13% among 410,000 | AID 624418, 2012;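 further: loss of luciferase light is scored as toxicity; on the % scale 0 is the no-effect control and ±100 the full control effect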
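Cells in DMEM/10% Nu serum/1% pen-strep, 1536-well format. Pre-incubated 12 h, dosed with 23 nL compound, incubated a further 24 h. Luciferase detection, 12 min at room temp, luminescence.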
GLP1R inv ag – qHTS of GLP-1 Receptor Inverse Agonists (Inhibition Mode); Glucagon-like peptide 1 receptor (Homo sapiens), P43220; HEK293 GLP-1R CRE-luciferase, luminescence, 24 h; GLP-1R form is constitutively active; Potency, µM (top dose mostly 38.3 µM), for inactives: at the top dose activity change, negative = inhibition, usual class: inhibitors; hit rate 1.6% among 410,000; AID 624417, 2012; further: on the % scale 0 is the no-effect control and ±100 the full control effect; nearly all actives have a fitted effect of over 55% in size
Target sequence (P43220 whole entry, looked up): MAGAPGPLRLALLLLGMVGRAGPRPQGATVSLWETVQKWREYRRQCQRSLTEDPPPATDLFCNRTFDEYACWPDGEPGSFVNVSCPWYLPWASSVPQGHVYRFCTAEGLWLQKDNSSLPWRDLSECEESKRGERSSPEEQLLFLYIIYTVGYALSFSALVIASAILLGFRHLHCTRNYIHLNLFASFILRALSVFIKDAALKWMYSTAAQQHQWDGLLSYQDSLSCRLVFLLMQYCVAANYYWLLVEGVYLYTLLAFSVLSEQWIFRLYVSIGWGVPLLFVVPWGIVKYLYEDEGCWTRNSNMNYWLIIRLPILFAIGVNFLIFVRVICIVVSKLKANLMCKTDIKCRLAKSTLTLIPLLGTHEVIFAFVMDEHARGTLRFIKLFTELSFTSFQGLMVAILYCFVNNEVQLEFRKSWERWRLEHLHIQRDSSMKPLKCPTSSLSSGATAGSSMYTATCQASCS
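qHTS in 1536-well format: reporter HEK293 cells expressing constitutive GLP-1R activity in DMEM + 10% Nu serum, 24 hr with compounds at 37 deg C, luminescence read after 12 min with detection reagent.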
HT1080-NT tox – qHTS for induction of synthetic lethality in tumor cells producing 2HG: qHTS for the HT-1080-NT fibrosarcoma cell line; HT-1080-NT fibrosarcoma viability, CellTiter-Glo ATP luminescence, 48 h; Potency, µM (highest dose often 46.1 µM), inactives show at the top dose activity, negative = less viability, most hits filed as cytotoxic; AID 686970, 2013; hit rate 1.6% among 360,000;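 further: NT is the 2HG producing partner of a matched IDH1 knockdown line; 0% = DMSO-treated cells and -100% = media-only wells without cells; nearly all actives have a fitted effect of over 55% in size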
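Compounds were tested in concentration-response format on HT-1080-NT cells for 48 hours at 37 degrees C. Cell viability came from CellTiter-Glo luminescence; curves were classified by r2, response magnitude and activity.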
TDP43 rescue – qHTS of TDP-43 Inhibitors; TDP-43 expressing yeast growth rescue, BacTiter-Glo, 24 h; Potency, µM (doses to about 46.1 µM), for inactives: top-dose growth rescue (activation), usual class: activators; hit rate 1.8% among 410,000; further: % of control where 0% means no effect; nearly all actives have a fitted effect of over 50% in size
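In this qHTS, compounds that restore growth of yeast expressing TDP-43 appear as activators. Cells (OD600=0.02, galactose medium, raffinose-pregrown) are incubated with compound 24 hr at 30 deg C and growth is quantified by BacTiter-Glo.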
KB-3-1 tox – qHTS assay for MDR1-selective chemotherapeutics: Primary screen using the parental adenocarcinoma cell KB-3-1 | KB-3-1 viability, CellTiter-Glo ATP luminescence, 72 h | Potency, µM (series often up to 46.1 µM), for inactives: top-dose activity change, negative = cytotoxic, most hits filed as cytotoxic | hit rate 1.4% among 400,000 | AID 1347075, 2019; further: on the % scale 0 is the no-effect control and ±100 the full control effect; nearly all actives have a fitted effect of over 60% in size
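Multi-concentration cytotoxicity screen in KB-3-1 cells grown in DMEM lacking phenol red with 10% FBS. After 72 h at 37 °C with compound, ATP-dependent luminescence was recorded.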
HT1080 IDH1KD tx – qHTS for induction of synthetic lethality in tumor cells producing 2HG: qHTS for the HT-1080-IDH1KD cell line; AID 686971, 2013; HT-1080 IDH1 knockdown viability, ATP luminescence, 48 h; Potency, µM (highest dose often 46.1 µM), for the others: at the top dose activity, negative = toxicity, actives largely listed as cytotoxic; hit rate 2% among 360,000;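 further: 0% = DMSO wells and -100% = cell-free medium wells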
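Knockdown cells (IDH1KD HT-1080) received compounds 2 h after plating at 750 cells/well and were kept 48 h at 37 °C in 5% FBS RPMI. A CellTiter-Glo luminescence read gave % activity for curve fitting.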
GLP1R ag – qHTS of GLP-1 Receptor Agonists; Potency, µM (highest dose often 45.6 µM), for inactives: top-dose activation, actives largely listed as activators; HEK293 GLP-1R CRE-luciferase, luminescence, 4-6 h; cells express a hypersensitive GLP-1R form; hit rate 0.007% among 380,000; further: % of control where 0% means no effect
Active calls of the source: *; & = joins results of further samples; [ ] = remark or other dose. The call rests on the fitted dose curve; in most records, active means well fitted curve in the direction sought with a large enough effect; inconclusive means small, poorly fitted or top-dose-only effect, or another doubt; inactive means no such curve, though single readings can be large; an effect the other way counts as inactive or inconclusive. Potency means the concentration at half of the fitted maximal effect.

N#Cc1cc([N+](=O)[O-])ccc1Oc1ccc(-c2nnco2)cc1 was read as SW480 rerep -20.9%, KB-V1 cytotox 11.2%, HEK293 tox -13.0%, GLP1R inv ag 8.2%, HT1080-NT tox inconclusive, TDP43 rescue 10.7%, KB-3-1 tox -3.8%, HT1080 IDH1KD tx -6.7% and GLP1R ag 11.0%.
Cc1ccccc1Cn1cc(CCC(=O)N2CCOCC2)c2ccccc21 was read as SW480 rerep -21.7%, KB-V1 cytotox inconclusive, HEK293 tox 3.6%, GLP1R inv ag inconclusive, HT1080-NT tox 0.9%, TDP43 rescue 16.2%, KB-3-1 tox 0.0%, HT1080 IDH1KD tx -6.2% and GLP1R ag 13.2%.
CCNC(=S)Nc1cc(OC)c(NC(=O)c2ccco2)cc1OC was read as SW480 rerep -13.1%, KB-V1 cytotox inconclusive, HEK293 tox -7.2%, GLP1R inv ag 4.2%, HT1080-NT tox 13.5%, TDP43 rescue -9.6%, KB-3-1 tox 0.0%, HT1080 IDH1KD tx 19.1% and GLP1R ag 14.4%.
`CC1(c2cccc([N+](=O)[O-])c2)CC(C)(C)N(C(=O)c2ccccc2)c2ccccc21` (stereo not given) gave SW480 rerep 1.1%, KB-V1 cytotox inconclusive, HEK293 tox 6.4%, GLP1R inv ag 8.7%, HT1080-NT tox -18.1%, TDP43 rescue -28.9%, KB-3-1 tox inconclusive, HT1080 IDH1KD tx -22.1% and GLP1R ag -2.3%.
CCOc1ccc(S(=O)(=O)N2CCN(C(=O)c3oc4ccccc4c3C)CC2)cc1 was read as SW480 rerep inconclusive, KB-V1 cytotox -17.4%, HEK293 tox 0.0%, GLP1R inv ag inconclusive, HT1080-NT tox -4.3%, TDP43 rescue 9.7%, KB-3-1 tox 1.3%, HT1080 IDH1KD tx -5.8% and GLP1R ag 4.6%.
For S=c1[nH]nc(C(c2ccccc2)C2CCCCC2)o1 (stereo not given) the results were SW480 rerep -10.8%, KB-V1 cytotox 16.5%, HEK293 tox -4.1%, GLP1R inv ag -14.9%, HT1080-NT tox 27.5%, TDP43 rescue inconclusive, KB-3-1 tox 10.5%, HT1080 IDH1KD tx 16.0% and GLP1R ag 0.5%.
Screening O=P(CCCCCCCCCP(=O)(c1ccccc1)c1ccccc1)(c1ccccc1)c1ccccc1 returned SW480 rerep 24.6%, KB-V1 cytotox 14.6µM*, HEK293 tox inconclusive, GLP1R inv ag inconclusive, HT1080-NT tox 18.4µM*, TDP43 rescue 18.7%, KB-3-1 tox inconclusive, HT1080 IDH1KD tx 23.1µM* and GLP1R ag -41.0%[inhibitor].
Cc1cccc(OC(=O)C2C(c3ccccc3)C(C(=O)O)C2c2ccccc2)c1 (stereo not given) was read as SW480 rerep -4.3%, KB-V1 cytotox -5.5%, HEK293 tox 5.9%, GLP1R inv ag inconclusive, HT1080-NT tox 2.0%, TDP43 rescue 9.6%, KB-3-1 tox -5.3%, HT1080 IDH1KD tx 10.3% and GLP1R ag 22.7%.
`CCC(C(=O)NC1CCCC1)N(C(=O)Cn1nnc(-c2ccc(C)o2)n1)c1ccc(OC)c(OC)c1` (stereo not given) gave SW480 rerep 5.2%, KB-V1 cytotox inconclusive, HEK293 tox -20.0%, GLP1R inv ag 0.3%, HT1080-NT tox -6.1%, TDP43 rescue 11.4%, KB-3-1 tox -2.3%, HT1080 IDH1KD tx -0.9% and GLP1R ag 6.5%.
`O=[N+]([O-])c1cc(/C=N/N2CCN(c3ccccc3)CC2)ccc1Cl` gave SW480 rerep -4.6%, KB-V1 cytotox -23.9%, HEK293 tox 12.7%, GLP1R inv ag 14.9%, HT1080-NT tox 15.2%, TDP43 rescue 14.0%, KB-3-1 tox 9.9%, HT1080 IDH1KD tx 23.4% and GLP1R ag -8.9%.
CCOc1ccc(-n2cc(C(=O)N3CCC(C)CC3)c3cc(OC)c(OC)cc3c2=O)cc1 was read as SW480 rerep -1.6%, KB-V1 cytotox 15.6%, HEK293 tox 13.5%, GLP1R inv ag inconclusive, HT1080-NT tox 6.3%, TDP43 rescue 15.9%, KB-3-1 tox -10.9%, HT1080 IDH1KD tx -9.6% and GLP1R ag 23.0%.
`Cc1c(NC(=O)C23CC4CC(CC(C)(C4)C2)C3)c(=O)n(-c2ccccc2)n1C` gave SW480 rerep -3.4%, KB-V1 cytotox -14.8%, HEK293 tox -7.1%, GLP1R inv ag -24.4%, HT1080-NT tox 9.3%, TDP43 rescue 19.8%, KB-3-1 tox 23.9%, HT1080 IDH1KD tx 14.0% and GLP1R ag -15.5%.
Screening CCC1SC2=NC(C)=C(C(=O)OC)C(c3ccc(C)cc3)N2C1=O (stereo not given) returned SW480 rerep 1.1%, KB-V1 cytotox 5.6%, HEK293 tox 22.6%, GLP1R inv ag inconclusive, HT1080-NT tox -0.6%, TDP43 rescue -0.9%, KB-3-1 tox 8.9%, HT1080 IDH1KD tx -5.4% and GLP1R ag 2.5%.
Clc1ccc(CNc2nnnn2-c2ccccc2)c(Cl)c1 was read as SW480 rerep -2.6%, KB-V1 cytotox inconclusive, HEK293 tox -15.7%, GLP1R inv ag inconclusive, HT1080-NT tox -7.7%, TDP43 rescue 19.0%, KB-3-1 tox -4.2%, HT1080 IDH1KD tx -11.6% and GLP1R ag 5.3%.
For Cc1ccccc1-n1c(SCc2c(C)noc2C)nnc1-c1ccncc1 the results were SW480 rerep -5.3%, KB-V1 cytotox -23.9%, HEK293 tox 1.7%, GLP1R inv ag 48.6%[activator], HT1080-NT tox -4.9%, TDP43 rescue 0.0%, KB-3-1 tox -6.6%, HT1080 IDH1KD tx -1.1% and GLP1R ag inconclusive.
COc1ccc(/C=N\NC(=O)c2cc(O)c(O)c(O)c2)cc1COc1ccc(C(=O)OCC(C)C)cc1 was read as SW480 rerep -7.8%, KB-V1 cytotox -0.3%, HEK293 tox inconclusive, GLP1R inv ag inconclusive, HT1080-NT tox -17.6%, TDP43 rescue 5.6%, KB-3-1 tox 10.4%, HT1080 IDH1KD tx -21.3% and GLP1R ag -0.2%.
COCCCNc1nc2cc(OC)c(OC)cc2c2nc(-c3ccccc3)nn12 was read as SW480 rerep -2.9%, KB-V1 cytotox inconclusive, HEK293 tox 5.7%&2.4%, GLP1R inv ag 26.8%&12.1%, HT1080-NT tox 3.3%, TDP43 rescue 3.7%&7.8%, KB-3-1 tox 0.4%&-1.2%, HT1080 IDH1KD tx 7.9% and GLP1R ag 4.1%.
For COc1ccc(Cl)cc1S(=O)(=O)N1CCCC1=O the results were SW480 rerep -7.7%, KB-V1 cytotox 0.0%, HEK293 tox 10.7%, GLP1R inv ag 17.4%, HT1080-NT tox 6.9%, TDP43 rescue 2.1%, KB-3-1 tox 10.2%, HT1080 IDH1KD tx 8.2% and GLP1R ag -0.1%.
For Cc1cc(S(=O)(=O)NCCN(C)C)c(C)s1 the results were SW480 rerep -1.1%, KB-V1 cytotox -8.9%, HEK293 tox -1.6%, GLP1R inv ag 3.1%, HT1080-NT tox 6.4%, TDP43 rescue -0.1%, KB-3-1 tox 3.0%, HT1080 IDH1KD tx 6.1% and GLP1R ag -7.3%.
Screening O=C(Nc1ncc(Cc2ccc(Cl)cc2Cl)s1)c1ccc([N+](=O)[O-])cc1 returned SW480 rerep -119.4%[inhibitor], KB-V1 cytotox inconclusive, HEK293 tox 10.7%, GLP1R inv ag 3.0%, HT1080-NT tox -5.9%, TDP43 rescue -7.9%, KB-3-1 tox 5.8µM*, HT1080 IDH1KD tx -1.2% and GLP1R ag -2.1%.
COC(=O)CSc1nnc(-c2cccnc2)n1C was read as SW480 rerep 0.0%, KB-V1 cytotox 10.9%, HEK293 tox 6.7%[7.66 µM], GLP1R inv ag -1.5%[7.66 µM], HT1080-NT tox 1.0%, TDP43 rescue -2.5%[9.22 µM], KB-3-1 tox -2.4%, HT1080 IDH1KD tx -2.9% and GLP1R ag 3.9%.
Cc1cc(C)c2c(CN(C)Cc3ccccc3)cc(=O)oc2c1 was read as KB-V1 cytotox -2.3%, HEK293 tox 16.1%, GLP1R inv ag inconclusive, HT1080-NT tox -27.5%, TDP43 rescue inconclusive, KB-3-1 tox -1.1%, HT1080 IDH1KD tx -29.1% and GLP1R ag inconclusive.
Cc1nn(Cc2cccc(F)c2)c(C)c1NC(=O)c1c(Cl)cnn1C was read as SW480 rerep -2.5%, KB-V1 cytotox -7.3%, HEK293 tox -14.1%, GLP1R inv ag -0.4%, HT1080-NT tox -1.5%, TDP43 rescue -0.9%, KB-3-1 tox 1.0%, HT1080 IDH1KD tx -3.0% and GLP1R ag -4.7%.
`S=C(Nc1ccc(Cl)cc1Cl)N1CCN(c2ccccn2)CC1` gave SW480 rerep -2.4%, KB-V1 cytotox 0.0%, HEK293 tox -4.2%, GLP1R inv ag -10.6%, HT1080-NT tox -10.8%, TDP43 rescue 3.1%, KB-3-1 tox -1.9%, HT1080 IDH1KD tx -21.4% and GLP1R ag 0.4%.
COc1ccc(NC(=O)CSc2nnnn2C)cc1S(=O)(=O)N1CCCCC1 was read as SW480 rerep 1.6%, KB-V1 cytotox inconclusive, HEK293 tox 4.5%, GLP1R inv ag 28.1%, HT1080-NT tox -4.9%, TDP43 rescue -15.8%, KB-3-1 tox 0.7%, HT1080 IDH1KD tx -0.7% and GLP1R ag 11.5%.
